EBNA-1 inh = EBNA-1 DNA-binding inhibitors, primary screen, biochemical, fluorescence polarization | inhibition, % at 14.8 µM | 300,000 tested, 0.34% active | AID 1950, 2009; in the data active = inhibition above about 28%
TPT1 inhibitor = Candida albicans TPT1 enzyme inhibitors, primary screen, biochemical, fluorescence polarization; tRNA 2'-phosphotransferase TPT1 (Candida albicans SC5314); recombinant caTPT1, FP RNA substrate dephosphorylation; inhibition, % at 5 µM; 300,000 tested, 0.81% active;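 active = inhibition above the mean of all tested compounds plus 3 SD, set per screening campaign, cut at about 24% in these data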;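 note: plate controls were DMSO alone for no effect and ferristatin control at 100 nM for full effect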
CTSL1 counter = Fasciola hepatica cathepsin L1 inhibitors, primary screen, counter-screen for PFM18AAP inhibitor project, biochemical, QFRET, fluorogenic peptide substrate. recombinant F. hepatica cathepsin L1, Z-Leu-Arg-MCA fluorescence. 300,000 tested, 0.49% active. AID 1906, 2009. inhibition, % at 5.96 µM;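 active = inhibition above the mean of all tested compounds plus 3 SD, set per screening campaign, cut at about 17% in these data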;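 note: 0% = plate median of test compound wells and 100% = 1 µM Z-Phe-Ala-diazomethylketone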
CR mimetic SO = reduction of superoxide in aged yeast, primary screen, HTS; 330,000 tested, 0.18% active; S. cerevisiae aged cells, superoxide DHE fluorescence; hits give low values; superoxide response (% of plate mean), % at 10 µM; AID 2690, 2010;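 active = superoxide response under a set limit, about three screen SD below normal, cut at about 65% in these data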;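 note: yeast aged for seven days with compound at 30 °C before DHE staining; 100% = average MFI of all compound-treated wells on the plate with controls excluded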
GASC-1 inh = inhibitors of GASC-1 histone demethylase, primary screen, biochemical, fluorescence, DELFIA europium; Lysine-specific demethylase 4C (Homo sapiens), Q9H3R0; GST-JMJD2C(1-420) H3K9me3 demethylation; inhibition, % at 2.35 µM; 330,000 tested, 0.069% active;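 active = more than half of a compound's replicate wells show inhibition beyond 50%, single wells judged on their own value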;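 note: signal counts dimethyl H3K9 product captured on neutravidin plate; 0% = median of DMSO wells and 100% = 0.3 times that DMSO median; strong numbers were not always called active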
Target sequence (Q9H3R0 1-420 limits assumed): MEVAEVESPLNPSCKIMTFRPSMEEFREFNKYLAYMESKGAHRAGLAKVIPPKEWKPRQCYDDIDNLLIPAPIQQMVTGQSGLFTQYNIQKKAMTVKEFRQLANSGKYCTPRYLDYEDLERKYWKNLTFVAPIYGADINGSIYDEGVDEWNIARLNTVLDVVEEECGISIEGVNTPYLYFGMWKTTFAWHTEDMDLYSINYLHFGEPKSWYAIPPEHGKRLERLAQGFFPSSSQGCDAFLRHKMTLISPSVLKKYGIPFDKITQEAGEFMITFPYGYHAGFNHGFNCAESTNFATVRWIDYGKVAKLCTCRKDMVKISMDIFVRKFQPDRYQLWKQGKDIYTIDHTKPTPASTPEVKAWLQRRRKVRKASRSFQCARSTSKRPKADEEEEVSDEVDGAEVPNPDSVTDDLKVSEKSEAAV
PP5 inh = PP5 phosphatase inhibitors, primary screen, biochemical, fluorescence. Serine/threonine-protein phosphatase 5 (Homo sapiens), P53041. purified PP5c, OMFP substrate fluorescence. inhibition, % at 6.7 µM. 320,000 tested, 0.18% active. AID 1987, 2009;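 active = inhibition above the campaign's mean inhibition across all tested compounds plus 3 SD, cut at about 9.5% in these data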;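 note: 0% = DMSO only and 100% = 100 µM cantharidin control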
Target sequence (P53041 whole entry, looked up): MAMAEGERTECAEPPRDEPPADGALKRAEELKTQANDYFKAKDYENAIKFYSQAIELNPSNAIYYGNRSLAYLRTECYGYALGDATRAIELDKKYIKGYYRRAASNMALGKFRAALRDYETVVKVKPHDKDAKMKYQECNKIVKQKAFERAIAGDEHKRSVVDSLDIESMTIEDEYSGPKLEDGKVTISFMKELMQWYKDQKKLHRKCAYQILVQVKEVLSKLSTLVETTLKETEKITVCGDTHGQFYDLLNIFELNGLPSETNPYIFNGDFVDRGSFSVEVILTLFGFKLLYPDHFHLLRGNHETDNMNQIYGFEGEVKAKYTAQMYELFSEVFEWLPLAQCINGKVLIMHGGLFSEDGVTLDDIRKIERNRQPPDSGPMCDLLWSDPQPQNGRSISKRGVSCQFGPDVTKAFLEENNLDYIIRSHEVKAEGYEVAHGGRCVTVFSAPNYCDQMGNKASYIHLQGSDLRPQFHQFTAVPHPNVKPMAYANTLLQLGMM
PP1 counter = PP1-alpha phosphatase inhibitors, primary screen, counter-screen for PP5 inhibitor project, biochemical, fluorescence, OMFP substrate, single point; Serine/threonine-protein phosphatase PP1-alpha catalytic subunit (Homo sapiens), P62136; purified PP1alpha; inhibition, % at 6.7 µM; 320,000 tested, 0.9% active; AID 2235, 2010;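 active = inhibition above the mean inhibition of all tested compounds plus 3 SD, computed separately for each screening campaign, cut at about 15% in these data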
core dimer inh = inhibitors of HCV core protein dimerization, primary screen, biochemical, TR-FRET, high-throughput; TR-FRET GST/Flag-core106 dimerization, 1536-well; inhibition, % at 5 µM; 300,000 tested, 0.33% active;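 active = inhibition above the mean of all tested compounds plus 3 SD, set per screening campaign, cut at about 45% in these data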
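Test system: GST/Flag-tagged HCV core106 proteins; Medium: KF-containing HEPES buffer, pH 7.45, DTT, CHAPS, BSA; Times: compound-protein-antibody incubation 4 h at 22.5 °C; Detection: TR-FRET 671 and 617 nm emission; Benchmarks: wells lacking GST-core106 and wells with excess unlabelled core106.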
ZTA DNA inh = blocks Epstein-Barr virus ZTA, an EBNA-1 counter-screen | P03206 | ZTA-DNA binding, fluorescence polarization | inhibition, % at 11 µM | 320,000 tested, 0.15% active; in the data active = inhibition above about 33%
* marks the source's active call; other numbers are inactive results; nt = not tested or not shown; + = active, no number; & = joins results of further samples.

SMILES	EBNA-1 inh	TPT1 inhibitor	CTSL1 counter	CR mimetic SO	GASC-1 inh	PP5 inh	PP1 counter	core dimer inh	ZTA DNA inh
Nc1nc(NCc2ccc(Cl)cc2)nc(NCCO)c1[N+](=O)[O-]	-5	-2	-2	106	6	0.4	-11	1	9
O=C(CSc1nnc(-c2ccco2)o1)N1CCOCC1	-1	-2	-3	93	-2	0.1	-2	-1	8
O=C(COC(=O)Cc1n[nH]c(=O)c2ccccc12)NNC(=O)c1ccc(Cl)cc1	nt	nt	nt	110	7	-1.9	-3	nt	4
COc1ccc(CCNC(=O)C(=O)Nc2ccc3c(c2)OCO3)cc1OC	8	0	-2	102	-27	-1.8	1	1	10
COc1ccc(C2=NN(CCC(=O)NC3CCCCCC3)C(=O)CC2)cc1	5	-2	2	82	-5	0.7	-1	-7	2
Cc1cc(C)n(C(=O)c2ccc(C)c(S(=O)(=O)N3CCCC3)c2)n1	-13	2	-5	101	-4	1.7	2	0	-16
CCOC(=O)c1ccc(Nc2ncnc3ccccc23)cc1	6	-10	-1	94	12	-0.3	-6	5	15
COc1cccc(-n2c(SCC(N)=O)nnc2-c2ccncc2)c1	2	2	11	110	3	-2.7	-4	5	0
Cc1ccccc1N1C(=O)Cc2ccccc2C1=O	1	-5	1	100	0	1.0	-2	-13	-6
COc1ccc(/C=N/NC(=O)c2nc(-c3ccccc3)n(-c3ccccc3)n2)cc1OC	3	0	-1	107	10	-1.6	5	16	5
CCOc1ccccc1-n1c(=O)c2ccccc2c2ccccc2c1=O	5	-1	-2	103	3	1.6	1	6	1
CCOC(=O)CSc1cc(C)nc(N)n1	2	-4	0	102	-4	1.2	0	-6	-6
CCCCCCn1c(N2CCCC2)nc2c1c(=O)n(C)c(=O)n2C	-17	2	2	96	13	3.3	-1	-9	-12
COc1ccccc1CN(C)C(=O)c1ccccc1SCC(=O)N1CCCC1	nt	nt	nt	86	-5	-0.4	0	nt	-12
COc1ccccc1C(=O)NCC(c1cccs1)N1CCc2ccccc21 (configuration not stated)	-8	2	-2	101	25	0.6	0	4	-8
O=C(O)C1CCC(c2ccc(-c3ccccc3)cc2)CC1 (configuration not stated)	3	0	-1	112	6	1.3	2	1	-3
C#CCOc1ccc2c(C)cc(=O)oc2c1	13	2	1	98	-3	0.2	-4	10	-3
CN(C)c1ccc(N/C=C/C(=O)C(C)(C)C)cc1	+	-4	-2	107	-5	0.9	-1	-22	+
CCCCCOc1ccc(C(=O)NCC(=O)NCC(=O)OCC)cc1	-1	-2	0	102	-4	1.3	-1	1	-5
CSc1ccc(C2C3(C#N)C(N)=NC4(OCCO4)C23C#N)cc1 (configuration not stated)	5	0	-4	90	-1	2.1	0	4	-5
O=C(c1cc(Cl)ccc1Cl)N1CCc2ccccc21	-4	2	-4	104	-3	5.5	8	-4	0
Cc1ccccc1CSc1ccc(-c2ccc3c(c2)OCO3)nn1	-1	-1	5	89	-9	-2.4	-1	2	-4
CC(C)(C)NC(=O)C(OC(=O)Cn1nnc(-c2ccc(F)cc2)n1)c1ccncc1 (configuration not stated)	4	0	-15	105	1	2.3	-3	-4	-2
CC1CCN(C(=O)c2nc[nH]c2C(=O)OCCNC(=O)OC(C)(C)C)CC1	nt	nt	nt	117	-4	-0.1	-2	nt	-3
CCn1c(SCC(=O)Nc2ccccc2OC)nc2ccccc2c1=O	3	2	6	115	-14	-0.3	-3	4	-1
CCOc1ccc(S(=O)(=O)N(CC(=O)NCc2cccnc2)c2ccc(C)cc2)cc1	-6	-3	-3	97	1	1.6	4	2	8
COC(=O)c1ccc(CSc2ncn[nH]2)o1	18	-1	-3	86	-9	-1.2	4	0	20
Cc1oc(C(=O)O)cc1COc1ccc2c3c(c(=O)oc2c1)CCC3	10	-1	-3	117	18	1.8	-3	3	4
Cc1sc(-c2ccccn2)nc1OC(=O)c1cccc(Cl)c1Cl	-3	-1	-2	96	6	0.8	-4	-3	-14
Cc1ccc(N(C(=O)c2ccc(CN3CCOCC3)o2)C(C(=O)NCCC(C)C)c2cccs2)c(C)c1 (configuration not stated)	3	4	0	104	9	1.8	-2	4	8
COc1ccc(Oc2coc3cc(OCC(=O)N4CCCCC4)ccc3c2=O)cc1	-2	1	-1	102	4	2.6	3	16	10
CC(N)(C(=O)O)c1cccc(OCc2cccc(Cl)c2)c1 (configuration not stated)	-8	0	-4	99	-1	-1.4	-5	0	4
CCN1CCN(C(=O)c2ccccc2Nc2ccc(SC(F)F)cc2)CC1	-3	2	1	97	-7	4.4	-1	-1	6
CC(C)Cn1nc(C(=O)Nc2nnc(C3CC3)s2)c2ccccc2c1=O	nt	nt	nt	104	-13	1.6	-11	nt	0
O=C(/C=C\c1ccccc1OC(=O)c1ccccc1F)c1cc2ccccc2o1	-2	0	-2	92	-9	1.8	2	9	-5
Cc1ccc2nc(CSc3nnc(Cc4cccs4)n3C3CCCCC3)cc(=O)n2c1	1	-1	1	98	-12&6	0.2	1	11	6
Cc1cc(C(=O)CCC(=O)NCc2ccccc2F)c(C)s1	-7	1	-4	93	5	-1.6	-8	-3	9
Cn1cccc1/C=N/N1CCN(c2ccccc2)CC1	-11	2	0	105	-5	2.5	0	-4	-14
O=c1c2ccccc2nnn1CSc1nc2ccccc2c(=O)n1CCCO	2	4	-3	109	0	-3.5	-10	2	13
Cc1nnc(Sc2nc3ccccc3o2)c2ccccc12	10	0	3	99	-36	-1.3	1	16	0

In another format: 14 of the compounds above.
Values run as follows: EBNA-1 inh | TPT1 inhibitor | CTSL1 counter | CR mimetic SO | GASC-1 inh | PP5 inh | PP1 counter | core dimer inh | ZTA DNA inh
CC1CCN(C(=O)c2nc[nH]c2C(=O)OCCNC(=O)OC(C)(C)C)CC1
  nt | nt | nt | 117 | -4 | -0.1 | -2 | nt | -3
CCn1c(SCC(=O)Nc2ccccc2OC)nc2ccccc2c1=O
  3 | 2 | 6 | 115 | -14 | -0.3 | -3 | 4 | -1
CCOc1ccc(S(=O)(=O)N(CC(=O)NCc2cccnc2)c2ccc(C)cc2)cc1
  -6 | -3 | -3 | 97 | 1 | 1.6 | 4 | 2 | 8
COC(=O)c1ccc(CSc2ncn[nH]2)o1
  18 | -1 | -3 | 86 | -9 | -1.2 | 4 | 0 | 20
Cc1oc(C(=O)O)cc1COc1ccc2c3c(c(=O)oc2c1)CCC3
  10 | -1 | -3 | 117 | 18 | 1.8 | -3 | 3 | 4
Cc1sc(-c2ccccn2)nc1OC(=O)c1cccc(Cl)c1Cl
  -3 | -1 | -2 | 96 | 6 | 0.8 | -4 | -3 | -14
Cc1ccc(N(C(=O)c2ccc(CN3CCOCC3)o2)C(C(=O)NCCC(C)C)c2cccs2)c(C)c1 (configuration not stated)
  3 | 4 | 0 | 104 | 9 | 1.8 | -2 | 4 | 8
COc1ccc(Oc2coc3cc(OCC(=O)N4CCCCC4)ccc3c2=O)cc1
  -2 | 1 | -1 | 102 | 4 | 2.6 | 3 | 16 | 10
CC(N)(C(=O)O)c1cccc(OCc2cccc(Cl)c2)c1 (configuration not stated)
  -8 | 0 | -4 | 99 | -1 | -1.4 | -5 | 0 | 4
CCN1CCN(C(=O)c2ccccc2Nc2ccc(SC(F)F)cc2)CC1
  -3 | 2 | 1 | 97 | -7 | 4.4 | -1 | -1 | 6
CC(C)Cn1nc(C(=O)Nc2nnc(C3CC3)s2)c2ccccc2c1=O
  nt | nt | nt | 104 | -13 | 1.6 | -11 | nt | 0
O=C(/C=C\c1ccccc1OC(=O)c1ccccc1F)c1cc2ccccc2o1
  -2 | 0 | -2 | 92 | -9 | 1.8 | 2 | 9 | -5
Cc1ccc2nc(CSc3nnc(Cc4cccs4)n3C3CCCCC3)cc(=O)n2c1
  1 | -1 | 1 | 98 | -12&6 | 0.2 | 1 | 11 | 6
Cc1cc(C(=O)CCC(=O)NCc2ccccc2F)c(C)s1
  -7 | 1 | -4 | 93 | 5 | -1.6 | -8 | -3 | 9

Next entries:
SMILES	EBNA-1 inh	TPT1 inhibitor	CTSL1 counter	CR mimetic SO	GASC-1 inh	PP5 inh	PP1 counter	core dimer inh	ZTA DNA inh
Cc1ccc([N+](=O)[O-])cc1NC(=O)CN1CCC(C)CC1	0	3	-2	95	5	0.0	-2	1	7
Cc1sc2nc(CSCC(=O)NC3(C#N)CCCCC3)[nH]c(=O)c2c1C	nt	nt	nt	103	6	-0.1	0	nt	3
CN(C)c1ccc(CNn2cnnc2)cc1	-3	1	2	98	-4	1.1	-7	-2	-14
COc1ccc(S(=O)(=O)Nc2cc(C)ccc2OC)cc1C	0	0	1	122	-21	2.2	-5	8	-6
CCN(CC)c1ccc(/C=C2\CCC(/C=N/NC(=O)c3ccc(=O)n(C)c3)=C2N2CCOCC2)cc1	5	117*	7	115	23	4.6	-3	-18	-4
CC1CCCN(C(=O)Cn2nnc(-c3ccc(S(C)(=O)=O)cc3)n2)C1 (configuration not stated)	-2	-3	-4	100	8	0.3	-3	-8	3
COc1ccc(COC(=O)Nc2cc3c(C(F)(F)F)nn(C)c3s2)cc1	-6	1	-2	99	-9	2.3	-2	-1	6
COCCNC(=O)c1nn(-c2cc(OC)cc(OC)c2)c(=O)c2ccccc12	-1	4	0	118	3	3.4	-2	0	-1
O=C(CCn1cnc2ccccc21)N/N=C/C=C/c1ccccc1	-8	6	-2	97	36	-0.3	-1	-2	1
N#CCSc1nc(-c2ccccc2)c2cc(Cl)ccc2n1	20	1	-1	98	2	-0.8	-8	-4	-1
CCCCCOCC1CC(C/C(C)=N/NC(N)=S)C(=O)O1 (configuration not stated)	14	1	18*	97	-11	-1.2	-4	4	7
CCOC(=O)CCSc1nc(C)c2cc(C)c(C)cc2n1	5	-2	4	89	1	1.1	1	3	-3
O=C(CCCc1ccccc1)Nc1ccc(S(=O)(=O)N2CCOCC2)cc1	13	-1	1	97	0	-0.4	-3	3	16
Cc1ccc(C)c(C(=O)n2cnnc2N)c1	7	-5	-3	96	8	1.6	2	-10	-14

High-throughput results (PubChem)
